PRMT1 inh: inhibitors of human PRMT1; inhibition, % at 2.79 µM; Q99873; 370,000 tested, 1.3% active; recombinant PRMT1, activity-based probe fluorescence polarization;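 active means inhibition above about 21% made by adding two undisclosed values, limit read from the data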
LEDGF integ inh: blocks HIV-1 LEDGF/p75-dependent DNA integration | TR-FRET IN-LEDGF/p75 DNA integration, Eu/Cy5 | inhibition, % at 3.7 µM | 370,000 tested, 0.64% active | AID 743269;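 active means inhibition above the screen-wide mean plus 3 SD, cut at about 13% in these data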;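 further: signal is the Cy5 over europium emission ratio at 671 and 618 nm; 0% = plate median of compound wells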
mABHD4 FP: inhibitors of mouse ABHD4. Q8VD66. purified mABHD4, FP-Rh probe fluorescence polarization. inhibition, % at 8.92 µM. 370,000 tested, 0.54% active. AID 720543;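 active means inhibition exceeding the mean over every tested compound plus 3 SD, cut at about 30% in these data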;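 further: 0% = plate median of compound wells and 100% = S159A mutant with DMSO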
Target sequence (Q8VD66 whole entry, looked up): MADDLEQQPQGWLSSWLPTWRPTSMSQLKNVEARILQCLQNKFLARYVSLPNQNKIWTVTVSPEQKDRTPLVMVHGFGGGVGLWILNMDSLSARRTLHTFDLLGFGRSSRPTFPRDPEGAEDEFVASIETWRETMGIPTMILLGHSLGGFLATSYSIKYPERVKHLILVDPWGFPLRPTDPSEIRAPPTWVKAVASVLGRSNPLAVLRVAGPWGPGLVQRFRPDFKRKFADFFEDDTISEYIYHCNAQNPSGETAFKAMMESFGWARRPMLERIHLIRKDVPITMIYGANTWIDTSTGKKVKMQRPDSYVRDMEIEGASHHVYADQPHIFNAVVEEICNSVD
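Doses – 8.92 µM, single dose · Material – wild-type mouse ABHD4 protein · Replication – single well per compound (singlicate) · Measure – percent inhibition of probe binding, normalized to plate controls · Schedule – 45 min compound pre-incubation plus 60 min probe step, 25 °C · Detection – fluorescence polarization with parallel and perpendicular emission, 525/598 nm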
NR1D1 modulator: Rev-erb alpha (human) modulation; 370,000 tested, 0.79% active; P20393; activity, % at 10 µM; Rev-erbα–FITC-DNA binding, fluorescence polarization, 90 min; AID 1259318;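 active means activity above about 14%, limit read from the data; passing the limit was not always enough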;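 further: 0% = DMSO wells with 35 nM protein and 100% = DMSO wells with 750 nM protein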
UHRF1 binding: UHRF1 methyl-DNA binding inhibition | 370,000 tested, 0.75% active | AID 687016 | Q96T88 | UHRF1 binding to methylated oligo, TR-FRET | inhibition, % at 4.4 µM; in the data active means inhibition above about 21%;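 further: UHRF1 SRA domain binding a hemimethylated CpG hairpin DNA probe; 0% = median of test compound wells and 100% = reference inhibitor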
Target sequence (Q96T88 whole entry, looked up, the tested form may be a part): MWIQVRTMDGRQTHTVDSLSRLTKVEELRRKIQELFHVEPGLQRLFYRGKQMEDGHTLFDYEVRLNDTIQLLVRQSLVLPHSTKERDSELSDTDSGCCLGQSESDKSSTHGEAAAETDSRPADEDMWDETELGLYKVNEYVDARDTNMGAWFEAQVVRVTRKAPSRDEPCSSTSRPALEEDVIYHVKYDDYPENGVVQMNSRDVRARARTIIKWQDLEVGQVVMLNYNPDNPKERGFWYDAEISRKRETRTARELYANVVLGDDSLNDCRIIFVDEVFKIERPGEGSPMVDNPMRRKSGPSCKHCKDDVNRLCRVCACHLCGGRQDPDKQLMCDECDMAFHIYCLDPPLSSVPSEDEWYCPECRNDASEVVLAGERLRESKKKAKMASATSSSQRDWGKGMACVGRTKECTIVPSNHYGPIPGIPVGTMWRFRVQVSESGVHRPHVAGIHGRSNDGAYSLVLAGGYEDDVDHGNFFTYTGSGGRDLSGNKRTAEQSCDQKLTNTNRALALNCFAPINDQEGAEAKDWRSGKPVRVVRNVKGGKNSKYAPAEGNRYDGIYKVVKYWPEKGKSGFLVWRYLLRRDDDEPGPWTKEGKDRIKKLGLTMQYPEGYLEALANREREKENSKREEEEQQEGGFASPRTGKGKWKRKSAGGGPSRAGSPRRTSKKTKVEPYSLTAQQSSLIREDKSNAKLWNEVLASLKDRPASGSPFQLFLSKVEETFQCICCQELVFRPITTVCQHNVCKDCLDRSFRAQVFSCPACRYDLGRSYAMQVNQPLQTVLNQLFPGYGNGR
TCR CD3 inh: inhibitors of human TCR-CD3 interaction; TAMRA-labeled TCR probe fluorescence, biochemical; inhibition, % at 9.4 µM; 360,000 tested, 0.37% active; in the data active means inhibition above about 19%;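 further: recombinant mutant TCR 2C K166C tagged with TAMRA read by polarization; 0% = receptor in buffer alone and 100% = receptor with positive control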
rCAG RNA binder: binds r(CAG) RNA repeats; inhibition, % at 3 µM; 370,000 tested, 1.3% active; r(CAG) RNA repeat, TO-PRO-1 dye displacement fluorescence;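 active means inhibition above the plate cutoff, the mean of all test compounds on that plate plus 3 SD, cut at about 35% in these data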;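 further: 0% = DMSO alone and 100% = 100 µM mitoxantrone as full dye displacement; higher means more dye released from RNA so lower well fluorescence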
HTRA1 inh: inhibitors of human serine peptidase HTRA1; Q92743; recombinant HTRA1, FP-rhodamine activity-based probe, fluorescence polarization; inhibition, % at 5.96 µM; 340,000 tested, 0.5% active; AID 504803; in the data active means inhibition above about 36%;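 further: 0% = enzyme with DMSO and 100% = wells lacking enzyme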
PG9 Ab binder: PG9 antibody binding by small molecule; 360,000 tested, 0.43% active; TR-FRET gp120-PG9 antibody binding; inhibition, % at 6.7 µM; in the data active means inhibition above about 8.5%
MBD2 inh: blocks human MBD2 binding to methylated DNA; TR-FRET, MBD2 binding to methylated oligonucleotide; inhibition, % at 4.4 µM; 370,000 tested, 0.31% active; Q9UBB5; AID 686964; in the data active means inhibition above about 13%
* hit, by the source's call; · = not tested or not shown; & = joins results of further samples. Not all compounds are listed; count on the stated rates, not on these rows.

SMILES | PRMT1 inh | LEDGF integ inh | mABHD4 FP | NR1D1 modulator | UHRF1 binding | TCR CD3 inh | rCAG RNA binder | HTRA1 inh | PG9 Ab binder | MBD2 inh
CCN1CCN(C(CNS(=O)(=O)c2cccs2)c2cccnc2)CC1 (stereo not drawn) | -4 | -1 | 3 | -2 | 1 | 6 | 3 | -1 | -0.1 | -2
CCOc1ccc(CN2CCN(C(=O)c3cccc(F)c3)CC2)cc1 | -1 | 0 | 19 | 5 | 1 | 3 | -10 | 5 | 0.5 | 10
O=C(CN1CCCCCC1)Nc1ccccc1C(=O)Nc1ccccc1 | 0 | -1 | 4 | -2 | 0 | 5 | -7 | -22 | -0.8 | 0
COc1cccc(NC(=O)C(=O)c2cn(CC(=O)N3CCOCC3)c3ccccc23)c1 | 4 | -10 | -10 | 0 | 3 | 3 | 10 | -7 | -0.6 | 0
O=C(CC1Sc2ccccc2NC1=O)Nc1cccnc1 (stereo not drawn) | 0 | 0 | -2 | -1 | -1 | 3 | 0 | 5 | -1.5 | -3
COc1ccccc1N1CCN(C(=O)C2CCC(Cn3c(=S)[nH]c4ccccc4c3=O)CC2)CC1 (stereo not drawn) | -2 | -3 | 2 | -2 | -1 | -1 | 0 | 1 | 1.7 | 2
CCc1ccc(-c2cc(C)no2)cc1S(=O)(=O)NCc1ccco1 | 6 | 4 | 5 | -5 | 2 | 4 | 11 | -11 | -2.0 | -6
O=C(OCC(=O)N1CCCC1=O)C1CCN(S(=O)(=O)c2ccc(Cl)c(C(F)(F)F)c2)CC1 | -2 | 1 | 1 | -3 | -2 | -6 | 1 | 16 | -1.1 | -2
CCOC(=O)CC1=C(C(=O)OCC)C(c2ccc(OC)c(OC)c2)C(C#N)=C(N)O1 (stereo not drawn) | 4 | 0 | 1 | 1 | 0 | 2 | -8 | 4 | -2.0 | -2
CC(CCl)OC(C)CCl (stereo not drawn) | 0 | -1 | 0 | 1 | 0 | 5 | 0 | 6 | -1.7 | 0

In another format: 3 of the compounds above
structure	PRMT1 inh	LEDGF integ inh	mABHD4 FP	NR1D1 modulator	UHRF1 binding	TCR CD3 inh	rCAG RNA binder	HTRA1 inh	PG9 Ab binder	MBD2 inh
O=C(CC1Sc2ccccc2NC1=O)Nc1cccnc1 (stereo not drawn)	0	0	-2	-1	-1	3	0	5	-1.5	-3
COc1ccccc1N1CCN(C(=O)C2CCC(Cn3c(=S)[nH]c4ccccc4c3=O)CC2)CC1 (stereo not drawn)	-2	-3	2	-2	-1	-1	0	1	1.7	2
CCc1ccc(-c2cc(C)no2)cc1S(=O)(=O)NCc1ccco1	6	4	5	-5	2	4	11	-11	-2.0	-6

Further entries follow:
SMILES | PRMT1 inh | LEDGF integ inh | mABHD4 FP | NR1D1 modulator | UHRF1 binding | TCR CD3 inh | rCAG RNA binder | HTRA1 inh | PG9 Ab binder | MBD2 inh
Cc1ccc(OCCOCCNC(C)(C)C)c([N+](=O)[O-])c1 | 2 | 2 | 8 | -3 | 9 | -1 | 0 | 6 | 1.9 | 2
O=C(O)CC(NC(=O)C12CC3CC(CC(C3)C1)C2)c1cccc(Cl)c1 (stereo not drawn) | 2 | -4 | 4 | 0 | 3 | -3 | 6 | -2 | -0.8 | 6
Cc1nc2ccc(S(=O)(=O)NC(C(=O)Nc3nc4ccc(Cl)cc4s3)C(C)C)cc2s1 (stereo not drawn) | -5 | 5 | 1 | -9 | -1 | 11 | 6 | -9 | 1.5 | 1
Cc1ccc(CNC(=O)CN(C)S(=O)(=O)c2cccs2)cc1 | -4 | 6 | -2 | 2 | -1 | 2 | -1 | -1 | -1.1 | 5
Cc1ccc(NC(=O)CN(C)C(=O)c2ccc(Cl)c(S(=O)(=O)NCc3ccco3)c2)cc1 | -1 | 2 | 2 | -6 | -2 | -4 | 4 | 2 | 0.0 | 0
Cc1nnsc1S(=O)c1ccc(Cl)cc1 (stereo not drawn) | 3 | -7 | 1 | 2 | 3 | -4 | 0 | -3 | -1.5 | -1
COc1ccccc1CNC(=O)COC(=O)c1ccc(C)c(S(=O)(=O)N2CCCCC2)c1 | 4 | 2 | 1 | -2 | -1 | 4 | -5 | -9 | -1.7 | -1
Cc1ccccc1CN1CCNC(=O)C1CC(=O)O (stereo not drawn) | 4 | 3 | 6 | -7 | -3 | 4 | 3 | 4 | -1.9 | -1
O=C(CN1CCN(Cc2ccccc2F)C1=O)NCc1ccco1 | 5 | 5 | -6 | -5 | 1 | -1 | 3 | 8 | 0.9 | -2
CCN(CC(=O)Nc1c(F)cccc1F)C(=O)c1cc([N+](=O)[O-])ccc1N1CCCCC1 | -1 | 2 | -2 | 1 | -3 | 1 | -9 | 2 | 0.2 | -4
CCOC(=O)C(C)(C)Oc1ccc(Cl)cc1 | -1 | 0 | -1 | 9&-2 | -1 | 3 | 3 | 4 | 0.6 | 4
CC(=O)N1CCN(c2ccc(NCc3ccc(C)cc3)cc2)CC1 | 9 | 7 | 22 | · | -2 | -1 | -1 | 24 | -9.9 | 2
CCOc1ccc(CCNC(=O)CSc2cc(=O)n(C)c3cc(Cl)ccc23)cc1OCC | -3 | 0 | 7 | 2 | 0 | 5 | 0 | 2 | -1.5 | 4
Cc1cc(CN(C)C(=O)CC2C(=O)NCCN2Cc2c(F)cccc2Cl)n[nH]1 (stereo not drawn) | 2 | -1 | -2 | 0 | 2 | 4 | -8 | 2 | 0.5 | 4
CSCCC(NC(=O)c1cccc(C)c1)C(=O)OCC(=O)Nc1c(C)nn(-c2ccccc2)c1C (stereo not drawn) | 3 | -3 | 4 | -5 | 0 | -2 | -9 | 1 | 0.7 | -5
CC(C)OCCCNc1ncnc2c1cnn2-c1ccccc1 | -2 | 2 | 3 | -1 | 3 | -3 | -4 | 1 | -0.2 | 1
CCN(CC)CCCN(Cc1cc2cc3c(cc2[nH]c1=O)OCO3)C(=S)NCc1ccco1 | -3 | 3 | 0 | 3 | -2 | 4 | 5 | 0 | -0.9 | -1
CN(C)c1ccc(Cn2c(=O)n(Cc3ccc(C(=O)NCC4COC4)cc3)c(=O)c3ccccc32)cc1 | 1 | -1 | 5 | 0 | 0 | · | 11 | · | · | -1
COc1cccc(CNc2nc3ccccc3n2C)c1O | -1 | -1 | 10 | 1 | 0 | -2 | -1 | 5 | -1.7 | 2
CCn1cc(C(=O)OCc2cccc(Br)c2)c(=O)c2ccc(C)nc21 | -3 | -3 | 0 | 0 | 0 | 4 | -7 | -12 | 0.9 | 2
COc1ccc(S(=O)(=O)N2CCN(C)CC2c2ccccc2)cc1OC (stereo not drawn) | 0 | -3 | 7 | 2 | 0 | -5 | -3 | 4 | 0.4 | 1
O=S(=O)(c1cc(Cl)cc(Cl)c1)N1CCC2CC1c1cc(Cl)ccc12 (stereo not drawn) | -4 | 0 | -4 | 1 | -3 | 1 | 2 | 2 | 1.6 | 2
O=C1NC(c2ccccc2)=N/C1=C/c1ccco1 | 34* | 11 | 9 | -2 | 3 | 4 | 6 | 1 | -9.7 | -2
COC(=O)c1ccc(-c2ccc(F)cc2)nc1C | 4 | -1 | 1 | 0 | 2 | -7 | -1 | -2 | -0.5 | 5
COc1ccc(NC(=O)CSc2nnc(-c3ccccc3)n2Cc2ccco2)cc1OC | 1 | 3 | 4 | 4 | -2 | -2 | 1 | -4 | -1.7 | -4
CCc1cccc(NC(=S)N2CCC(c3ccccc3)C2)c1 (stereo not drawn) | -4 | -3 | -14 | 4 | -1 | 2 | 3 | -16 | -1.0 | -4
Cc1ccc(-n2ncc3c(SCc4cccnc4)ncnc32)c(C)c1 | -1 | 6 | -4 | 1 | 6 | -5 | -6 | 2 | 1.4 | 4
Cc1ccc2nc(-c3ccccn3)oc2c1 | 2 | 1 | -2 | -4 | 0 | -3 | 0 | 2 | -0.4 | 0
C/C(=N\Nc1nc2ccccc2[nH]1)c1ccc(C)o1 | 0 | -3 | 12 | -2 | -4 | 6 | 2 | 2 | -6.8 | -12
COC(=O)[C@@]12C[C@@H](CC(=O)NCc3cccs3)C(=O)N(Cc3ccc4c(c3)OCO4)C1=CCC(C)(C)C2 | 0 | -2 | -6 | -2 | 2 | -5 | 4 | · | 0.2 | 3
N#Cc1cc2c(nc1S(=O)(=O)Cc1ccccc1)CCCC2 | -3 | -4 | -2 | -6 | -1 | -1 | 0 | -5 | 2.6 | 6
COc1ccccc1NC(=S)N1CCN(c2ccccc2F)CC1 | -3 | 3 | 4 | -3 | -1 | -2 | 0 | 10 | 1.6 | 6
C=CCn1c(C)cc(C2=NNC(=NCc3ccccc3)SC2)c1C | 1 | -2 | 11 | -3 | -3 | -3 | 4 | 11 | 0.7 | -1
CCc1cccc(C)c1NC(=O)CSc1n[nH]c(N)n1 | 1 | -3 | 1 | -1 | 0 | -4 | -1 | 0 | -2.1 | 4
COCCNC(=O)C1CCCN(C(=O)c2cc(-c3ccccc3)cs2)CC1 (stereo not drawn) | -3 | 3 | 5 | 2 | 1 | -5 | 1 | · | 1.9 | 3
O=c1[nH]c2ccc(Br)cc2c(-c2ccccc2)c1N1CCOCC1 | 3 | 2 | 5 | 12 | 3 | -2 | 2 | 10 | 0.5 | -4
COC(=O)[C@H]1C[C@@H]1[C@H](N)c1ccccc1 | 1 | 0 | 2 | 0 | 0 | 1 | 2 | 2 | -1.5 | -7
CN1C(=O)/C(=C/c2ccccc2F)Sc2ccc(C(=O)NCC3CCCO3)cc21 (stereo not drawn) | 4 | -5 | 5 | -2 | 3 | 2 | -1 | -16 | 0.1 | 6
c1ccc(Cn2c(NCc3ccccn3)nc3ccccc32)cc1 | -9 | 2 | 1 | -1 | 0 | 2 | -6 | 3 | -2.0 | 4
Cc1ccc(C)c(NC(=O)CS(=O)(=O)c2cn(C)c3ccccc23)c1 | -3 | 0 | -3 | 6 | -2 | 18 | -4 | 1 | 0.8 | 4
CC(=O)N1CCN(CC(=O)Nc2cc(F)ccc2C)CC1 | -7 | 3 | -3 | 4 | 4 | 5 | -2 | 3 | 2.3 | -4
N=c1oc2ccc(Br)cc2cc1C(=O)NCc1ccccc1 | 0 | -3 | -3 | 2 | 1 | 17 | 3 | -2 | -1.3 | -2
CCOC(=O)[C@@]12CCC3=C1N(CCC3)C(=O)[C@H](CC(=O)NCc1cccc(C(F)(F)F)c1)C2 | 2 | -3 | -1 | -3 | 2 | · | 0 | · | · | 3
CNC(=O)C1(C)Cc2c(-c3ccc(NC(C)=O)cc3)ccnc2O1 (stereo not drawn) | -2 | 0 | -1 | 1 | 0 | 3 | 2 | · | -0.6 | -1
CC1(C(=O)NS(=O)(=O)c2ccc(Cl)cc2)CCN1C(=O)COc1ccc(Cl)cc1 (stereo not drawn) | -1 | -2 | 6 | -8 | 0 | 6 | 16 | · | 0.9 | -6
CSc1ccc(C2=CC(=O)C[C@H](c3ccc(Cl)cc3)C2)cc1 | 1 | 1 | 6 | 2 | 2 | 2 | -4 | -6 | -2.1 | 2
CC(C)CC(C(=O)NCC1CCCO1)N(C(=O)Cn1nnc(-c2ccc(F)cc2)n1)c1ccccc1F (stereo not drawn) | 0 | -1 | 3 | 5 | -1 | 4 | -9 | -3 | -0.4 | 1
CCOC(=O)N1CCc2c(sc3nc4n(c(=O)c23)N=C(C)CS4)C1 | -1 | -1 | 2 | -4 | 0 | 0 | 2 | -5 | -0.1 | -2

Single records, from the list above. Screens in order: PRMT1 inh	LEDGF integ inh	mABHD4 FP	NR1D1 modulator	UHRF1 binding	TCR CD3 inh	rCAG RNA binder	HTRA1 inh	PG9 Ab binder	MBD2 inh
Record of CCOC(=O)N1CCc2c(sc3nc4n(c(=O)c23)N=C(C)CS4)C1 → -1	-1	2	-4	0	0	2	-5	-0.1	-2
Record of CNC(=O)C1(C)Cc2c(-c3ccc(NC(C)=O)cc3)ccnc2O1 (stereo not drawn) → -2	0	-1	1	0	3	2	·	-0.6	-1

Assay outcomes from PubChem.
